Compound activity from PubChem BioAssay.
PhoP GFP inhibition: Inhibition of PhoP regulon, Salmonella typhi GFP reporter cells, confirmation, 4 h (AID 1850). Salmonella Typhi PhoP-promoter GFP reporter, fluorescence, 4 h; higher % means a stronger effect. inhibition, % at 50 µM, or IC50 in µM where a hit was titrated. 310,000 tested, 0.33% active; in the data active = a potency from the dose series; inconclusive = inhibition mostly from about 25% at the one dose, without a potency; inactive = the rest, 99 in 100 with inhibition below about 19%;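 also: 0% = induced wells with vehicle and 100% = uninduced wells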
tuberculosis growth: growth inhibition of non-replicating M. tuberculosis (AID 488890). Mycobacterium tuberculosis non-replicating, growth inhibition; higher % means a stronger effect. one-dose inhibition, % at 25 µM; IC50 in µM for titrated hits. 320,000 tested, 0.39% active; in the data active = a potency from the dose series; inconclusive = inhibition mostly from about 82% at the one dose, without a potency; inactive = the rest, 99 in 100 with inhibition below about 76%;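 also: plate controls were DMSO cells for no effect and high antibiotic wells for full effect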
H1N1 NS1A inhibition: NS1A inhibition, H1N1 influenza, cell based functional assay (AID 504329). NS1A functional cell-based assay, percent inhibition; higher % means a stronger effect. one-dose inhibition, % at 12.5 µM; IC50 in µM for titrated hits. 340,000 tested, 0.3% active; in the data active = a potency from the dose series; inconclusive = inhibition above about 27% without an active follow-up result; also: strong numbers were not always called active
VEEV TC-83 Vero: inhibitors of VEEV TC-83 cytopathic effect, confirmation, Vero cells (AID 588727); Vero cells, VEEV TC-83 cytopathic effect inhibition; higher % means a stronger effect; one-dose inhibition, % at 20 µM; IC50 in µM for titrated hits; 350,000 tested, 0.13% active; in the data active = a potency from the dose series; inconclusive = inhibition mostly from about 14% at the one dose, without a potency; inactive = the rest, 99 in 100 with inhibition below about 12%; also: strong numbers were not always called active
H37Rv inhibition: M. tuberculosis growth inhibition, HTS (AID 449762). one-dose inhibition, % at 25 µM; IC50 in µM for titrated hits. M. tuberculosis H37Rv growth inhibition, 7H9 media; higher % means a stronger effect. 330,000 tested, 0.59% active; in the data active = a potency from the dose series; inconclusive = inhibition above about 70% without an active follow-up result;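 also: bacterial growth assessed after seven days of incubation; strong numbers were not always called active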
VEEV TC-83 Vero 10K pilot screen: second read-out of VEEV TC-83 Vero, no call of its own (marks repeat the call); inhibition, %; measured here: 10K pilot screen inhibition
* hit, by the source's call; i = inactive; ? = inconclusive; . = no result given.

SMILES	PhoP GFP inhibition	tuberculosis growth	H1N1 NS1A inhibition	VEEV TC-83 Vero	H37Rv inhibition	others
O=C(NC(=O)N1CCSCC1)c1c(Cl)cccc1Cl	-10%	-5%	-8%	2.8%	-3%
Cc1cccc(N=C2CCCC2C(=O)Nc2cccc(C)c2C)c1C (configuration not stated)	.	.	-13%	2.2%	.
CCOP1(=S)Oc2cc3c(cc2C(C(=O)OC)(C(F)(F)F)O1)OCO3 (configuration not stated)	1%	33%	-7%	1.1%	-10%
O=C(c1cccs1)N1CCC(c2nc(-c3ccc(S(=O)(=O)N4CCOCC4)cc3)no2)CC1	-6%	9%	-4%	i	-17%
COc1ccccc1C(=O)COC(=O)CSCC(=O)Nc1cc(C)on1	-2%	-1%	-19%	5.4%	-7%
Cc1ccsc1C(=O)NN=C1CCCCCC1	-8%	-10%	-2%	0.7%	2%
CCN(Cc1ccccc1)S(=O)(=O)c1ccc(C(=O)N(CCCN(C)C)c2nc3c(F)cccc3s2)cc1	-8%	-3%	14%	8.4%	-6%
CN(CC(=O)Nc1ccccc1Br)C(=O)c1ccncc1	12%	-4%	7%	0.9%	1%
CCOc1ccc(NC(=O)CCN2CCN(S(=O)(=O)c3cc(Cl)ccc3OC)CC2)cc1	6%	30%	-5%	1.3%	69%
O=C(CCCCCCN1C(=O)c2ccccc2C1=O)Nc1nccs1	5%	-9%	8%	0.2%	-2%
CCOc1ccc(N=C2NC(=O)S/C2=C\c2ccc(OC)cc2)cc1	-16%	6%	-6%	0.7%	6%
CN(C)C(=O)c1cn(-c2ccccc2)nc1-c1cccs1	-9%	2%	1%	1.8%	1%
Cc1cc(C)c(C#N)c(SCC(=O)Nc2ccc(S(=O)(=O)Nc3onc(C)c3C)cc2)n1	3%	.	-1%	0.6%	-6%
Cc1ccc(Oc2ccccc2NC(=O)C2=COCCO2)cc1	6%	2%	1%	0.9%	48%
O=C(c1ccco1)N1CCCC(c2nc3c(nnn3Cc3ccccc3)c(=O)[nH]2)C1 (configuration not stated)	11%	3%	-1%	7.0%	4%
Cc1ccc(NC(=O)COc2ccccc2C(=O)NCCN(C)C)cc1	7%	7%	.	.	-1%
C=CCn1c(SCc2cccc(OC)c2)nnc1-c1ccncc1	-3%	-4%	3%	i	0%
CCOC(=O)CNC(=O)Cn1cnc2c(nnn2-c2cccc(OC)c2)c1=O	6%	9%	-9%	1.8%	-9%
CC1=Nn2c(nc(-c3ccccc3)c2-c2ccccc2)NC(=O)C1Br (configuration not stated)	-6%	6%	-8%	1.4%	4%
CCCn1c(=NC(=O)CCS(=O)(=O)c2ccccc2)sc2cc(S(N)(=O)=O)ccc21	5%	48%	3%	0.7%	14%
Cc1ccc(NC(=O)CCN2C(=O)C3CCCCC3C2=O)cc1[N+](=O)[O-] (configuration not stated)	2%	-5%	-6%	1.2%	-11%
O=c1c2ccccc2nc(SCc2cn3ccsc3n2)n1-c1ccc(F)cc1	-8%	26%	9%	11%	36%
COc1cccc(/C=C2\SC(=S)N(CCCC(=O)N3CCCCC3)C2=O)c1	-5%	.	13%	8.0%	64%
CC1(C)CC(NC(=O)c2ccccc2NS(=O)(=O)c2ccc(Br)cc2)CC(C)(C)N1	.	.	-4%	1.8%	.
COc1ccc(S(=O)(=O)N2CCOCC2)cc1NC(=O)CN1C(=O)NC2(CCCCC2C)C1=O (configuration not stated)	.	8%	-1%	2.1%	-7%
CCc1cccc(C)c1NC(=O)c1ccoc1C	1%	17%	-2%	4.3%	6%
O=C(CNC(=O)c1cc(S(=O)(=O)N2CCOCC2)ccc1N1CCCC1)Nc1ccc(F)c(F)c1	.	.	8%	1.7%	.
O=C(c1ccc(=O)[nH]c1)N1CCN(S(=O)(=O)c2cc(C(F)(F)F)ccc2Cl)CC1	-3%	-2%	-3%	i	-4%
CS(=O)(=O)N(CCC#N)Cc1ccc(/C=C2\C(=O)Nc3ccccc32)o1	-8%	4%	-2%	6.7%	-3%
CSc1ccc(-c2sc(Nc3cccc4ccccc34)n[n+]2-c2ccccc2)cc1	3%	74%	13%	4.6%	63%
Cc1cc(NC(c2cccnc2)c2c(C)[nH]c3ccccc23)no1 (configuration not stated)	0%	3%	7%	3.1%	-6%
Cc1nnc(N/N=C/c2ccc(-c3ccc(Br)cc3)o2)n1N	12%	3.5µM*	-4%	10%	?
O=C(c1ccccc1)N1CCC(CC2CC(c3ccc(Cl)cc3)=NO2)(C(=O)NCC2CCCCC2)CC1 (configuration not stated)	-7%	16%	7%	4.9%	13%
COc1ccc(NC(=O)Cc2ccccc2)cn1	9%	2%	-4%	i	-4%
C/C(CC(=O)Nc1cccnc1)=N\NC(=O)C(C)Oc1ccc(Cl)cc1Cl (configuration not stated)	-21%	-8%	0%	i	1%
O=C(NNS(=O)(=O)c1ccc(F)cc1F)c1csc(-c2cccnc2)n1	2%	-10%	8%	1.3%	4%
CC(NC(=O)Cc1ccccc1)C1COc2ccccc2O1 (configuration not stated)	6%	7%	4%	i	2%
CCN1CCCC1CNC(=O)C(=O)Nc1cccc(OC)c1 (configuration not stated)	1%	10%	-7%	0.9%	-2%
O=C1CC2(CCN(C(=O)c3ccc(Br)cc3)CC2)Oc2ccccc21	1%	7%	-10%	7.6%	0%
CCNc1nc(N2CCCC2)nc(N2CCCC2)n1	-7%	75%	-1%	i	7%
COc1ccc(CC(=O)NCc2n[nH]c(=S)n2-c2ccc(F)cc2)cc1	-1%	6%	3%	i	-3%
CCOC(=O)C1CCCN(C(=O)c2ccc(C(=O)c3ccccc3)cc2)C1 (configuration not stated)	.	13%	-7%	5.0%	-4%
OC1CCN(Cc2cn(Cc3ccccc3)nc2-c2cc3ccccc3o2)CC1	3%	26%	2%	2.5%	-4%
O=C1NC(=O)N(CCc2ccc(F)cc2)C(=O)/C1=C\C=C\c1ccccc1	.	.	-7%	?	.
CCC(C(=O)Nc1c(C)cc(C)cc1C)N1CCCCCC1 (configuration not stated)	2%	-7%	-4%	0.3%	2%
O=C(c1cc(-c2ccc(O)cc2)on1)N1CCc2ccccc2C1	2%	71%	2%	7.1%	32%
O=C(NCCCN1CCOCC1)C(c1ccccc1)c1ccccc1	2%	7%	-3%	i	-1%
CC1c2ccsc2CCN1S(=O)(=O)c1ccccc1 (configuration not stated)	-2%	11%	2%	i	-8%
Cc1nc(SCc2nc3ccc(Br)cc3[nH]2)c2oc3ccccc3c2n1	.	61%	2%	1.6%	38%
S=C(Nc1ccccc1)N1CCn2c(nc3ccccc32)C1	-2%	19%	5%	1.7%	11%
CCNC(=S)NNC(=O)CSc1nc2ccccc2[nH]1	-1%	-4%	-1%	0.2%	5%
S=c1[nH]nc(C2CC2)n1Cc1ccco1	-1%	14%	-6%	1.3%	8%
CC1(C)NC(=O)N(CCCOc2ccc(Br)cc2Cl)C1=O	-4%	7%	-3%	4.7%	6%
O=c1cc(-c2ccccc2)nc(SCCOc2ccccc2Cl)[nH]1	4%	1%	-10%	i	3%
O=C1CSC(=Nc2ccccc2[N+](=O)[O-])N1	-1%	50%	0%	0.2%	2%
Cc1ccc(NC(=O)c2cccc(C(F)(F)F)c2)cc1NC(=O)c1[nH]cnc1C(N)=O	.	3%	-8%	5.1%	-6%
O=C(NCCc1csc(-c2cccnc2)n1)c1ccccc1	-10%	-23%	-1%	2.9%	-12%
CCCC1(CCC)C(=O)NC(=NCCc2ccc(OC)c(OC)c2)NC1=O	0%	20%	8%	0.1%	10%
Cc1ccc(S(=O)(=O)c2nc(-c3ccc(F)cc3)oc2SCC(=O)NCC2CCCO2)cc1 (configuration not stated)	4%	-9%	-5%	1.0%	-3%	VEEV TC-83 Vero 10K pilot screen=0.1
COc1ccc(-c2[nH]ncc2CN2CCC(N3CCSCC3)CC2)c(F)c1	-7%	1%	3%	i	-2%

Sorted by molar mass (low to high): some entries from above.
SMILES	PhoP GFP inhibition	tuberculosis growth	H1N1 NS1A inhibition	VEEV TC-83 Vero	H37Rv inhibition	others
CN(C)C(=O)c1cn(-c2ccccc2)nc1-c1cccs1	-9%	2%	1%	1.8%	1%
CCN1CCCC1CNC(=O)C(=O)Nc1cccc(OC)c1 (configuration not stated)	1%	10%	-7%	0.9%	-2%
S=C(Nc1ccccc1)N1CCn2c(nc3ccccc32)C1	-2%	19%	5%	1.7%	11%
CCNC(=S)NNC(=O)CSc1nc2ccccc2[nH]1	-1%	-4%	-1%	0.2%	5%
Cc1ccc(Oc2ccccc2NC(=O)C2=COCCO2)cc1	6%	2%	1%	0.9%	48%
Cc1cccc(N=C2CCCC2C(=O)Nc2cccc(C)c2C)c1C (configuration not stated)	.	.	-13%	2.2%	.
Cc1nnc(N/N=C/c2ccc(-c3ccc(Br)cc3)o2)n1N	12%	3.5µM*	-4%	10%	?
COc1ccc(CC(=O)NCc2n[nH]c(=S)n2-c2ccc(F)cc2)cc1	-1%	6%	3%	i	-3%
CC1(C)NC(=O)N(CCCOc2ccc(Br)cc2Cl)C1=O	-4%	7%	-3%	4.7%	6%
COc1ccc(-c2[nH]ncc2CN2CCC(N3CCSCC3)CC2)c(F)c1	-7%	1%	3%	i	-2%
O=C(c1ccco1)N1CCCC(c2nc3c(nnn3Cc3ccccc3)c(=O)[nH]2)C1 (configuration not stated)	11%	3%	-1%	7.0%	4%
Cc1ccc(NC(=O)c2cccc(C(F)(F)F)c2)cc1NC(=O)c1[nH]cnc1C(N)=O	.	3%	-8%	5.1%	-6%
Cc1cc(C)c(C#N)c(SCC(=O)Nc2ccc(S(=O)(=O)Nc3onc(C)c3C)cc2)n1	3%	.	-1%	0.6%	-6%
CCOc1ccc(NC(=O)CCN2CCN(S(=O)(=O)c3cc(Cl)ccc3OC)CC2)cc1	6%	30%	-5%	1.3%	69%
CCN(Cc1ccccc1)S(=O)(=O)c1ccc(C(=O)N(CCCN(C)C)c2nc3c(F)cccc3s2)cc1	-8%	-3%	14%	8.4%	-6%

(more compounds)
SMILES	PhoP GFP inhibition	tuberculosis growth	H1N1 NS1A inhibition	VEEV TC-83 Vero	H37Rv inhibition	others
O=C1C=C(Nc2cccc(Cl)c2)CC(c2ccco2)C1 (configuration not stated)	-4%	18%	-2%	0.6%	4%
Cc1ccc([N+](=O)[O-])cc1NC(=O)c1ccc(C(C)(C)C)cc1	-1%	9%	2%	1.4%	-10%
COc1ccc(/C=C/c2nnc(NC(=O)CC(C)C)s2)cc1	-4%	40%	-2%	1.8%	1%
O=C(O)c1cccnc1Br	-4%	-1%	-14%	0.1%	5%	VEEV TC-83 Vero 10K pilot screen=4.0
Clc1cc(Cl)c(Cl)c(Cl)c1Cl	.	25%	-1%	1.3%	10%
O=C(O)CC(C(=O)O)C(c1ccccc1)c1ccccc1 (configuration not stated)	.	.	3%	0.5%	.
CCc1cccc(C)c1NC(=O)CSc1nc2ccccc2n1CC(=O)N(C)C	18%	4%	4%	i	10%
CC1CCCC(C)N1C(=O)CN1c2cccc3cccc(c23)S1(=O)=O (configuration not stated)	.	-4%	-5%	8.3%	-13%
CC1CCN(C(=O)CNC(=O)c2ccc(Cl)cc2Cl)CC1	-5%	9%	-8%	i	-1%
CCN(C(=O)C1=COCCO1)c1nc2c(C)cccc2s1	18%	53%	-2%	4.3%	-1%
Cn1c(=NC(=O)CS(=O)(=O)c2ccccc2)sc2ccccc21	0%	-10%	-5%	11%	-3%
Cc1ccc(SCc2ccc(C(=O)Nc3ccccc3C(=O)NC(C)C)cc2)cc1	2%	-13%	15%	0.3%	18%
Cc1c(C(=O)NCc2ccc3c(c2)OCO3)cccc1[N+](=O)[O-]	-6%	5%	-11%	i	11%
CCCCN(CCCC)CCNC(=O)c1cn(C)c2ccc(S(=O)(=O)N3CCCC3)cc2c1=O	-3%	6%	9%	0.5%	-2%
CC(NC(=O)CCc1nnc(CCCc2ccccc2)o1)c1ccccc1 (configuration not stated)	-6%	65%	-3%	0.1%	-5%
O=C(CSC1=NCCS1)Nc1ccnc2ccccc12	2%	55%	-7%	1.8%	-7%
Cc1ccc(Nc2nc3c([nH]2)c(=O)[nH]c(=O)n3C)cc1	-2%	-3%	0%	0.8%	2%	VEEV TC-83 Vero 10K pilot screen=0.9
COc1ccc(C(=O)NC2CCN(CC(=O)N3CCCCC3)CC2)cc1	-11%	-3%	-2%	0.3%	4%
COc1ccc(C(=O)CSC2=NS(=O)(=O)c3cc(Cl)ccc3N2)cc1	6%	-7%	-20%	2.0%	2%
Cc1cc(C)c(C)c(S(=O)(=O)NC2CCCCC2)c1C	-5%	5%	8%	2.1%	1%

No enrichment for hits. About 1.4% of those tested had a hit in this group.
